Screens (PubChem BioAssay)
APEX1 inh: qHTS Assay for Inhibitors of the Human Apurinic/apyrimidinic Endonuclease 1 (APE1). Potency, µM (top dose mostly 65.8 µM), without a hit: top-dose activity change, negative = inhibition, most hits filed as inhibitors. recombinant APE1, TAMRA/BHQ-2 abasic DNA cleavage fluorescence. DNA repair nuclease/redox regulator APEX1 (Homo sapiens), P27695. AID 2517, 2012. 0.35% of 350,000 active; active = well fitted inhibition curve with a large enough effect; inconclusive = small, poorly fitted or top-dose-only effect; inactive = no such curve, though single readings can be large or run the other way;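 note: plate controls were vehicle for no effect and reference inhibitor for full effect; nearly all actives have a fitted effect of over 55% in size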
Target sequence (P27695 whole entry, looked up): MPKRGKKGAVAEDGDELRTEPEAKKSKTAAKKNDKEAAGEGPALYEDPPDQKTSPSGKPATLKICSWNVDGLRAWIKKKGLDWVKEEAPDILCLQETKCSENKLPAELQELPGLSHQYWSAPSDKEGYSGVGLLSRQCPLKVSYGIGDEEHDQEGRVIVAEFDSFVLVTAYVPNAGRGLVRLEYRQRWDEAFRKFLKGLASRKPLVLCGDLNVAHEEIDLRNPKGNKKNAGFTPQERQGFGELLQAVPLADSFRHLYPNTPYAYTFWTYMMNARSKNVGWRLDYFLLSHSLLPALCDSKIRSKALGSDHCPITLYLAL
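Incision of a quenched TAMRA/BHQ-2 THF abasic-site duplex (50 nM) by 0.75 nM APE1, after 15 min compound preincubation, measured as fluorescence increase over three 60 s reads. Values normalized to buffer, DMSO and NSC13755 control wells.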
* = called active by the depositor; ? = inconclusive; & = joins results of further samples; [ ] = remark or other dose. Potency is the fitted concentration of half-maximal effect. This is a subset; rates above refer to the full screens.

SMILES	APEX1 inh
CCC/C=C/C(C)O (centres undefined)	14%
C=CCOC(=O)N[C@@H](c1ccccc1)[C@@H](C)[N+](=O)[O-]	16%
C=CCOC(=O)N[C@H](/C(C(=O)OC)=C(\C)NCc1ccccc1)c1ccc(C)cc1	-3%
CC(C)[C@]1(c2ccc(Cl)cc2)ON(c2ccccc2C(F)(F)F)C1=O	-3%
O=C1c2c(O)ccc([N+](=O)[O-])c2C(=O)c2c([N+](=O)[O-])ccc(O)c21	?
COC(=O)C1=C(C(=O)OC)[C@@H]2N(Cc3ccccc3)c3ccccc3[C@@]23C[C@@H](C(=O)OC)N(S(=O)(=O)c2ccc(OC)cc2)C3=N1	-4%[12.4 µM]
COc1cccc(-c2csc(N3CCC(C(N)=O)CC3)n2)c1	19%
COC(=O)C(C(=O)OC)[C@@H]1c2ccccc2[C@H]2C(=C[C@@H](C)[C@H]3C(=O)N(c4ccccc4)C(=O)[C@H]32)N1C(=O)OC	1%[12.4 µM]
CC(C)(O)C(=O)O	16%
NC=O	4%
Cc1ccc2c(c1)-n1c(nc3cc(Cl)ccc3c1=O)C(Cc1ccccc1)NC2=O (centres undefined)	6%
Cc1cc(C2(c3cc(C)c(O)cc3C)OS(=O)(=O)c3ccccc32)c(C)cc1O	-3%
CC(C)C[C@@H](CC(=O)N[C@H](CC(=O)N[C@@H]1CCNC[C@H]1C(=O)N[C@H](CC(=O)N[C@@H](CCC(=O)O)CC(=O)O)CC(C)C)C(C)C)NC(=O)[C@@H]1CCCC[C@H]1N	-6%
COC(=O)c1nnc(SC)nc1C(=O)OC	0%
COc1ccc2c(c1)C(=O)[C@H](OC(=O)Nc1ccc(OC(F)F)cc1)[C@@H](c1ccc(OC)c(Br)c1)O2	-5%
Cc1ccc2cccnc2c1	-4%
COC(=O)C1=C(C(=O)OC)[C@@H]2N(C)c3ccc(OC)cc3[C@@]23C[C@@H](C(=O)OC)N(S(=O)(=O)c2ccc(C(F)(F)F)cc2)C3=N1	-2%[12.4 µM]
Cc1ccc(C(=O)O)cc1	-4%
CC(C)OC(=O)[C@H]1O[C@H](CCCCOCc2ccccc2)[C@@H](C)[C@H]2O[C@H]21	1%
CCCCc1cc2c(cn1)=C(OC(=O)c1ccc(Cl)nc1)C(C)(OC(=O)CC)C(=O)C=2 (centres undefined)	-3%[12.4 µM]
C[Si](C)(C)Cl	6%
Nc1cccc(N)c1	10%
C/C(=C\C[Si](C)(C)C)CC[C@H](O)C1=CCCCC1=O	1%
COC(=O)C1(C(=O)OC)Cc2conc2[C@H]1c1ccccc1	-5%&-6%&3%
CC(=O)NCc1cc(Cl)c2cccnc2c1O	0%
O=S(=O)(NC1CCC(CNS(=O)(=O)c2c(F)cccc2F)CC1)c1ccc2c(c1)OCCO2 (centres undefined)	-9%
CC(C)(C)N[S+](=O)([O-])c1cccc(-c2nnc(SCc3ccc(C(=O)O)cc3)n2-c2ccc(F)cc2)c1	26%
CC(=O)OC[C@]12CC[C@H]3[C@@](C)(CC[C@H]4C(C)(C)CCC[C@]34C)[C@@H]1C[C@H](C1=CC(=O)O[C@@H]1OC(C)=O)O2	13µM*
Cc1ccc(C)o1	7%
COC(=O)N1C(C2CC2)=Cc2ccccc2C1CC(C)=O (centres undefined)	2%
C=CCOC(=O)N[C@@H](CCc1ccccc1)C(C(C)=O)C(C)=O	-5%
O=C1C=CC2(OCCCO2)C(Br)=C1CO	0%
CCCCc1cc2c(cn1)=C(OC(=O)CCC(=O)OC)C(C)(OC(=O)CC)C(=O)C=2 (centres undefined)	-1%[12.4 µM]
CC(Nc1oc(-c2ccccc2)nc1-c1ccccc1)c1ccccc1 (centres undefined)	20%&2%
CC(C)(C)OC(=O)NCCCC1=CC2=CC(=O)C(C)(OC(=O)c3cnc4ccccc4n3)C(=O)C2=CO1 (centres undefined)	19%
CCCCc1nc2c(c3c1C[C@H](C)OC3)CN(C(=O)Nc1cccc(C#N)c1)CC2	-2%[12.4 µM]
CC(C)C[C@@H](CC(=O)N[C@H](CC(=O)N[C@@H]1CCNC[C@H]1C(=O)N[C@H](CC(=O)N[C@@H](CCC(=O)O)CC(=O)O)Cc1c[nH]c2ccccc12)C(C)C)NC(=O)[C@@H]1CNCC[C@H]1N	-1%
COc1ccc(C2=CC3=CC(=O)C(C)(O)C(=O)C3=CO2)cc1 (centres undefined)	12%
COC(=O)C(C(=O)OC)[C@@H](NC(=O)OCc1ccccc1)c1ccccc1	-3%
CCCCc1nc2c(c3c1C[C@H](C)OC3)CN(C(=O)c1cc(I)ccc1F)CC2	-3%[12.4 µM]

Another view of part of the listing above.
| mol | APEX1 inh |
| --- | --- |
| COC(=O)C1=C(C(=O)OC)[C@@H]2N(C)c3ccc(OC)cc3[C@@]23C[C@@H](C(=O)OC)N(S(=O)(=O)c2ccc(C(F)(F)F)cc2)C3=N1 | -2%[12.4 µM] |
| Cc1ccc(C(=O)O)cc1 | -4% |
| CC(C)OC(=O)[C@H]1O[C@H](CCCCOCc2ccccc2)[C@@H](C)[C@H]2O[C@H]21 | 1% |
| CCCCc1cc2c(cn1)=C(OC(=O)c1ccc(Cl)nc1)C(C)(OC(=O)CC)C(=O)C=2 (centres undefined) | -3%[12.4 µM] |
| C[Si](C)(C)Cl | 6% |
| Nc1cccc(N)c1 | 10% |
| C/C(=C\C[Si](C)(C)C)CC[C@H](O)C1=CCCCC1=O | 1% |
| COC(=O)C1(C(=O)OC)Cc2conc2[C@H]1c1ccccc1 | -5%&-6%&3% |
| CC(=O)NCc1cc(Cl)c2cccnc2c1O | 0% |
| O=S(=O)(NC1CCC(CNS(=O)(=O)c2c(F)cccc2F)CC1)c1ccc2c(c1)OCCO2 (centres undefined) | -9% |
| CC(C)(C)N[S+](=O)([O-])c1cccc(-c2nnc(SCc3ccc(C(=O)O)cc3)n2-c2ccc(F)cc2)c1 | 26% |
| CC(=O)OC[C@]12CC[C@H]3[C@@](C)(CC[C@H]4C(C)(C)CCC[C@]34C)[C@@H]1C[C@H](C1=CC(=O)O[C@@H]1OC(C)=O)O2 | 13µM* |
| Cc1ccc(C)o1 | 7% |
| COC(=O)N1C(C2CC2)=Cc2ccccc2C1CC(C)=O (centres undefined) | 2% |
| C=CCOC(=O)N[C@@H](CCc1ccccc1)C(C(C)=O)C(C)=O | -5% |
| O=C1C=CC2(OCCCO2)C(Br)=C1CO | 0% |
| CCCCc1cc2c(cn1)=C(OC(=O)CCC(=O)OC)C(C)(OC(=O)CC)C(=O)C=2 (centres undefined) | -1%[12.4 µM] |
| CC(Nc1oc(-c2ccccc2)nc1-c1ccccc1)c1ccccc1 (centres undefined) | 20%&2% |
| CC(C)(C)OC(=O)NCCCC1=CC2=CC(=O)C(C)(OC(=O)c3cnc4ccccc4n3)C(=O)C2=CO1 (centres undefined) | 19% |
| CCCCc1nc2c(c3c1C[C@H](C)OC3)CN(C(=O)Nc1cccc(C#N)c1)CC2 | -2%[12.4 µM] |
| CC(C)C[C@@H](CC(=O)N[C@H](CC(=O)N[C@@H]1CCNC[C@H]1C(=O)N[C@H](CC(=O)N[C@@H](CCC(=O)O)CC(=O)O)Cc1c[nH]c2ccccc12)C(C)C)NC(=O)[C@@H]1CNCC[C@H]1N | -1% |
| COc1ccc(C2=CC3=CC(=O)C(C)(O)C(=O)C3=CO2)cc1 (centres undefined) | 12% |
| COC(=O)C(C(=O)OC)[C@@H](NC(=O)OCc1ccccc1)c1ccccc1 | -3% |
| CCCCc1nc2c(c3c1C[C@H](C)OC3)CN(C(=O)c1cc(I)ccc1F)CC2 | -3%[12.4 µM] |

Ordered by length of the SMILES (lowest first): 3 of the compounds above.
SMILES	APEX1 inh
CC(Nc1oc(-c2ccccc2)nc1-c1ccccc1)c1ccccc1 (centres undefined)	20%&2%
C=CCOC(=O)N[C@@H](CCc1ccccc1)C(C(C)=O)C(C)=O	-5%
CCCCc1nc2c(c3c1C[C@H](C)OC3)CN(C(=O)Nc1cccc(C#N)c1)CC2	-2%[12.4 µM]

(further entries)
SMILES	APEX1 inh
C1CCOC1	5%
CCCCS(=O)(=O)N1C2=NC(C(=O)OC)=C(C(=O)OC)[C@@H]3N(Cc4ccccc4)c4ccccc4[C@]23C[C@H]1C(=O)OC	-4%[12.4 µM]
N#Cc1ccc(CS(=O)(=O)c2nnnn2C2CCCCC2)cc1	3%
C=CCCCCCCC=C	0%
NC(=O)C1CCN(c2nc(-c3ccccc3Cl)cs2)CC1	30%
COc1ccc(-c2nc3c(c4c2C[C@H](c2ccccc2)OC4)CN(S(=O)(=O)c2c(C)noc2C)CC3)c(C)c1	-4%[12.4 µM]
COc1ccc(C(O)C2=CCCC2=O)cc1 (centres undefined)	5%&5%
NCCC[C@@H](CC(=O)N[C@@H]1CCNC[C@H]1C(=O)N[C@H](CC(=O)N[C@@H](CCC(=O)O)CC(=O)O)Cc1ccccc1)NC(=O)C[C@H](CO)NC(=O)[C@@H]1CNCC[C@H]1N	-6%
COc1ccc2c(c1)O[C@H](c1ccc3c(c1)OCO3)[C@@H](OC(=O)NS(=O)(=O)c1ccc(C)cc1)C2=O	-2%
COc1cccc([C@@H]2Oc3ccc(OC)cc3C(=O)[C@H]2OC(=O)NS(=O)(=O)c2ccc(C)cc2)c1	4%
CC1(OC(=O)C2CCCC2)C(=O)C=C2C=C(c3ccsc3)N(c3ccc(CO)cc3)C=C2C1=O (centres undefined)	-3%[12.4 µM]
CC(C)C[C@@H](CC(=O)N[C@@H](CCC(=O)O)CC(=O)O)NC(=O)[C@@H]1CNCC[C@H]1NC(=O)C[C@@H](NC(=O)C[C@H](Cc1c[nH]c2ccccc12)NC(=O)[C@@H]1CCCC[C@H]1N)C(C)C	1%
Nc1ccc(S(=O)(=O)O)cc1	6%
CCCCC1=CC2=CC(=O)C(C)(OC(=O)c3ccco3)C(=O)C2=CO1 (centres undefined)	2%
C=Cc1cccc(C)c1	4%
CCCCC1=CC2=CC(=O)C(C)(O)C(=O)C2=CO1 (centres undefined)	2%
CN[C@@H]1[C@H](O[C@H]2[C@H](O[C@H]3[C@H](O)[C@@H](O)[C@H](N=C(N)N)[C@@H](O)[C@@H]3N=C(N)N)O[C@@H](C)[C@]2(O)CO)O[C@@H](CO)[C@H](O)[C@H]1O	1%
CCCCCCCCC/C=C/CC1CC(=O)OC1=O (centres undefined)	2%
CO[C@H]1C[C@H](O[C@@H]2/C(C)=C/C[C@@H]3C[C@@H](C[C@]4(CC[C@H](C)[C@@H](C5CCCCC5)O4)O3)OC(=O)[C@@H]3C=C(C)/C(=N/O)[C@H]4OC/C(=C\C=C\[C@@H]2C)[C@]43O)O[C@@H](C)[C@@H]1O	0%
CC(C)[C@@H](CC(=O)N[C@@H]1CCNC[C@H]1C(=O)N[C@H](CC(=O)N[C@@H](CCC(=O)O)CC(=O)O)Cc1c[nH]c2ccccc12)NC(=O)C[C@H](Cc1ccccc1)NC(=O)[C@@H]1CNCC[C@H]1N	-3%
N#Cc1c(-c2ccc3ccccc3c2)no[n+]1[O-]	-8%
c1ccc(-c2nc(-c3cccc4ccccc34)c(NC3CCCCC3)o2)cc1	10%
COc1cccc([C@@H]2Oc3ccc(OC)cc3C(=O)[C@H]2OC(=O)NC2CCCC2)c1	2%
COc1ccc2c(c1)C(=O)[C@H](OC(=O)N[C@H]1CCCc3ccccc31)[C@@H](c1ccc(OC)c(Br)c1)O2	-8%
c1coc(-c2ccc3ncnc(NCc4cccs4)c3c2)c1	13%
COc1ccc(-c2nc(-c3ccccc3)oc2Nc2ccccc2C)cc1	3%&6%
Nc1nc(CC(=O)O)cs1	3%
C=N[C@@H](C(=O)N[C@@H]1C(=O)N2[C@@H]1SC(C)(C)[C@@H]2C(=O)O)c1ccccc1	-1%
CCCCS(=O)(=O)N1CCc2nc(COc3ccccc3)c3c(c2C1)CO[C@@H](C)C3	11%[12.4 µM]
COC(=O)C1=C(C(=O)OC)[C@@H]2Nc3ccccc3[C@@]23C[C@@H](C(=O)OC)N(S(=O)(=O)c2ccc(OC)cc2)C3=N1	-11%[12.4 µM]
Brc1cc(Oc2cc(Br)c(Br)c(Br)c2Br)c(Br)c(Br)c1Br	10%
Cc1ccccc1OCC1CO1 (centres undefined)	2%
O=S(=O)(CCc1ccccc1)c1nnnn1-c1ccc(F)cc1Br	-3%
COC(=O)C1=C(C(=O)OC)[C@@H]2Nc3ccccc3[C@@]23C[C@@H](C(=O)OC)N(S(=O)(=O)c2ccc(C#N)cc2)C3=N1	-4%[12.4 µM]
Cn1ccc2cc(-c3ccc4ncnc(NCc5cccc(F)c5)c4c3)ccc21	16%
C#CCOCCOCCOCCNc1nc(N2CCN(C(=O)CCCCCCCCCCNC(=O)[C@H]([C@@H](C)CC)n3cc(CCCCN=C(N)N)nn3)CC2)nc(N2CCN(C(=O)CCCCCCCCCCNC(=O)[C@H](CCCCN)n3cc(C[C@@H](C)CC)nn3)CC2)n1	?
Cc1cccc(-c2ccc3ncnc(NCc4cccc(F)c4)c3c2)c1	-15%
Oc1cc(Nc2ccc(N3CCCCC3)cc2)cc2cccnc12	-13%
NCCC[C@@H](CC(=O)N[C@@H]1CCNC[C@H]1C(=O)N[C@H](CC(=O)N[C@@H](CCC(=O)O)CC(=O)O)Cc1c[nH]c2ccccc12)NC(=O)C[C@H](CO)NC(=O)[C@@H]1CCCC[C@H]1N	-3%
CC(C)[C@@H](CC(=O)N[C@@H]1CCNC[C@H]1C(=O)N[C@H](CC(=O)N[C@@H](CCC(=O)O)CC(=O)O)Cc1ccccc1)NC(=O)C[C@H](CO)NC(=O)[C@@H]1CNCC[C@H]1N	-2%
CC(C)[C@@H](CC(=O)N[C@@H]1CCNC[C@H]1C(=O)N[C@H](CC(=O)N[C@@H](CCC(=O)O)CC(=O)O)Cc1c[nH]c2ccccc12)NC(=O)C[C@H](Cc1c[nH]c2ccccc12)NC(=O)[C@@H]1CNCC[C@H]1N	2%
CC#CCN1c2ccccc2[C@]23C[C@@H](C(=O)OC)N(C(=O)CC(C)C)C2=NC(C(=O)OC)=C(C(=O)OC)[C@H]13	-2%[12.4 µM]
